ERp5 inh – ERp5 (human) disulfide isomerase inhibition; hit rate 0.05% among 350,000; Q15084; ERp5 insulin aggregation, absorbance 650 nm, 90 min; AID 651711; inhibition, % at 9.99 µM;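 active = mean replicate inhibition above about 25%, with every replicate also reaching it, limit read from the data, passing the limit was not always enough; inconclusive = only one of those two criteria met; inactive = neither criterion met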
ERAP1 HTS inh – inhibitors of human ERAP1 aminopeptidase. Q9NZ08. recombinant ERAP1, Leu-AMC fluorescence, 60 min. inhibition, % at 10.7 µM. hit rate 0.15% among 340,000;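 active = mean replicate inhibition of at least 30%, or all replicates individually reaching that 30% level; inactive = mean below 30% and not every replicate reaching it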;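 also: 0% = neutral control wells and 100% = L-leucinethiol positive control wells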
Target sequence (Q9NZ08 whole entry, looked up): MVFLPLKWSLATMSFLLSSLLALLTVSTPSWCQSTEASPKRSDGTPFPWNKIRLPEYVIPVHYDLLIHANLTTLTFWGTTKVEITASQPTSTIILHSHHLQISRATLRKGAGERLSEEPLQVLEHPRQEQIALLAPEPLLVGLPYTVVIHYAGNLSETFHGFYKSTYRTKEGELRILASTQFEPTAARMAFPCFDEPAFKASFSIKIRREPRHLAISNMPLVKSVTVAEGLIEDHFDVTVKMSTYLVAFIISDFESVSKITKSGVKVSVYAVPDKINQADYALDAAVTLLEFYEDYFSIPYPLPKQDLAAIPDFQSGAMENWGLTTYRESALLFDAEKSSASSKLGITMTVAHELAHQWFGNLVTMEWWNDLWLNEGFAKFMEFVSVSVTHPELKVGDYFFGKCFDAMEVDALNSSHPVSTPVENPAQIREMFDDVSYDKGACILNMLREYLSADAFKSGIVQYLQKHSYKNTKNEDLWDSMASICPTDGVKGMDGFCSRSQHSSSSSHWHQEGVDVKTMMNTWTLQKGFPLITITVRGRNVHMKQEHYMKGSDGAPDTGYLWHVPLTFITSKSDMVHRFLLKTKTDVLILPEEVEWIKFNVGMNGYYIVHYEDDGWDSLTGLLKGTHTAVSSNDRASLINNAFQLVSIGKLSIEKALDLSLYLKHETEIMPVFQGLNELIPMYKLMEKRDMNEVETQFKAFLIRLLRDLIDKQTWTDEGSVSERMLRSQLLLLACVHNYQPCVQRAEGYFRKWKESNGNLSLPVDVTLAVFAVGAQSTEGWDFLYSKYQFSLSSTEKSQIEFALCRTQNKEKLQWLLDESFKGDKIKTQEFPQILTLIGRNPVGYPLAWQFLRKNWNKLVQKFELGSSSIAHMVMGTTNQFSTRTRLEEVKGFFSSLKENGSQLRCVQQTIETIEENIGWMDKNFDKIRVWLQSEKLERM
RAD52 inh – blocks human RAD52 DNA annealing. P43351. recombinant RAD52 DNA annealing, FRET fluorescence. hit rate 0.46% among 360,000. AID 651710. inhibition, % at 18.7 µM;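 active = every replicate showing at least 50% inhibition; inconclusive = mean inhibition at least 50% but not in every replicate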
esBAF inh – inhibitors of esBAF chromatin remodeling in mouse ES cells. Bmi1-luciferase knock-in reporter, 24 h; 100% = twice the neutral-well signal. reporter increase, % at 12.5 µM. hit rate 2% among 350,000; in the data active = activation above about 40%; inconclusive = no clear call, values can overlap the other calls;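 also: 0% = median of the plate's neutral control wells and 100% = double that signal; a rise in the Bmi1 reporter signal indicates esBAF inhibition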
RAD54 inh – blocks human RAD54 Holliday junction branch migration; Q92698; FAM/BHQ fluorescence; inhibition, % at 10.4 µM; hit rate 0.14% among 360,000; AID 602329;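 active = mean normalized replicate activity at least 40 and at least half of replicates scoring 40 or more; inconclusive = only one of the two criteria met; inactive = mean below 40 and under half of replicates reaching 40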;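 also: 0% = median of neutral control wells and 100% = median of positive control wells; inhibitors cause a drop in the FAM fluorescence signal; in these data hits start at about 50%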
E-sel inducer – induces E-selectin expression in human endothelial cells; AID 686992; P16581; hit rate 0.37% among 260,000; HUVEC E-selectin immunofluorescence imaging; normalized: neutral wells 0, TNF-alpha wells 100; activation, % at 7.58 µM;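 active = mean E-selectin-positive cell signal at least 10% of the positive control, reached in at least 60% of replicates, without over 20% cell loss; inconclusive = no rule given, readout overlaps actives, possibly toxicity-flagged; inactive = the rest, including those meeting only one limit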;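 also: in these data hits start at about 27%; measured in HUVEC primary endothelial cells; signal is the percent of cells scored E-selectin positive by PE staining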
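System: HUVEC, human umbilical vein endothelial cells; quantity: 3,000 cells/well; buffer or medium: EGM-2 medium, gelatin-coated wells; dosing: single-point compound dose; detection: immunofluorescence imaging; evaluation: % PE-positive cells; benchmarks: TNF-alpha, DMSO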
S100A4 inh HTS – inhibitors of human S100A4 binding to myosin IIA peptide; P26447; S100A4/TAMRA-MyoIIA peptide fluorescence polarization; inhibition, % at 10.7 µM; hit rate 0.14% among 360,000; AID 652163;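 active = mean inhibition of at least 70% across replicates, with every replicate also reaching that level; inconclusive = mean inhibition reaches 70% but some replicates fall short; inactive = mean inhibition below 70%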
Target sequence (P26447 whole entry, looked up): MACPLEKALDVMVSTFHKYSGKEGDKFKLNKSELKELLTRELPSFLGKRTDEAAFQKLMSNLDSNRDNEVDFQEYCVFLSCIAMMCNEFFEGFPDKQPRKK
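Material: human S100A4 monomer with TAMRA-labelled myosin IIA peptide; buffer or medium: HEPES pH 7.2 with CaCl2, KCl, NaCl, DTT, Triton; compound dosing: one concentration per compound; schedule: 5 min incubation before reading; benchmarks: neutral control DMSO, positive control TFP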
Xi reactivation – X-chromosome reactivation activator; XiGFP mouse fibroblasts, % GFP-positive cells imaging, 3 d; cells co-treated with 5-aza-dC sensitizer; scaled so ellipticine positive control = 100%; activation, % at 7.58 µM; hit rate 0.055% among 360,000; AID 743238;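 active = mean normalized replicate activation at least 10% and every replicate at or above 10%; inconclusive = only one of the two criteria met; inactive = mean below 10% and not all replicates reach 10%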;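 also: 0% = median of on-plate neutral control wells and 100% = ellipticine 6 µM median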
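System: SV40-immortalized XiGFP fibroblast cells, line 68-5-11 / Incubation: 3-day compound exposure, then 15 min fixation at room temperature / Compound: single concentration per compound, delivered by pin transfer / Buffer or medium: DMEM plus 5-aza-dC sensitizer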
* marks the source's active call; other numbers are inactive results.

`O=C(C[C@@H]1C=C[C@H](NC(=O)Nc2ccccc2)[C@@H](CO)O1)NCc1ccccn1` gave ERp5 inh 7, ERAP1 HTS inh 0, RAD52 inh -4, esBAF inh -4, RAD54 inh -4, E-sel inducer -1.0, S100A4 inh HTS 12 and Xi reactivation -0.2.
`CCNc1c(NS(=O)(=O)c2ccc(Cl)s2)c(=O)oc2ccccc12` gave ERp5 inh 1, ERAP1 HTS inh 4, RAD52 inh -3, esBAF inh 1, RAD54 inh -2, S100A4 inh HTS 2 and Xi reactivation 0.1.
For CC(C)CCCN1C(N(C)C)=NC[C@@H]1C the results were ERp5 inh -1, ERAP1 HTS inh -4, RAD52 inh 0, esBAF inh 4, RAD54 inh -6, E-sel inducer -0.6, S100A4 inh HTS -2 and Xi reactivation 0.2.
`C[C@H](CO)N1C[C@H](C)[C@@H](CN(C)CC2CCCCC2)OCCCC[C@H](C)Oc2ccc(NS(=O)(=O)c3cccs3)cc2C1=O` gave ERp5 inh 1, ERAP1 HTS inh -3, RAD52 inh 24, esBAF inh -3, RAD54 inh 7, E-sel inducer -0.2, S100A4 inh HTS -4 and Xi reactivation 0.0.
COc1ccccc1/C=C/C=N/n1c(C)nnc1C was read as ERp5 inh -2, ERAP1 HTS inh 1, RAD52 inh -2, S100A4 inh HTS 2 and Xi reactivation -0.1.
Screening Cc1ccc(-c2csc(NC(=O)CCNC(=O)c3ccco3)n2)cc1 returned ERp5 inh 5, ERAP1 HTS inh 0, RAD52 inh -24, E-sel inducer 2.9, S100A4 inh HTS -1 and Xi reactivation 0.0.
For COc1ccc(S(=O)(=O)Nc2ccc(N3CCOCC3)nc2)cc1 the results were ERp5 inh 4, ERAP1 HTS inh 1, RAD52 inh -13, esBAF inh 0, RAD54 inh 3, E-sel inducer 0.0, S100A4 inh HTS 2 and Xi reactivation 0.0.
`Cc1ccc(C)c(S(=O)(=O)N2CCN(C(=O)c3ccnn3C)CC2)c1` gave ERp5 inh 3, ERAP1 HTS inh -2, RAD52 inh -10, esBAF inh -6, RAD54 inh -1, E-sel inducer 1.0, S100A4 inh HTS 13 and Xi reactivation 0.0.
`C[C@@H](O)C#Cc1ccc2c(c1)O[C@H](CN(C)C)[C@@H](C)CN([C@@H](C)CO)S2(=O)=O` gave ERp5 inh 0, ERAP1 HTS inh -1, RAD52 inh -12, esBAF inh 2, RAD54 inh 9, E-sel inducer -0.6, S100A4 inh HTS -7 and Xi reactivation -0.8.
`COc1ccc(-c2csc(NNC3=NCCCCC3)n2)cc1` gave ERp5 inh 2, ERAP1 HTS inh 1, RAD52 inh -24, S100A4 inh HTS 1 and Xi reactivation 0.2.
Cc1ccc(N2C(=O)CC(Sc3nc(C)cc(C)n3)C2=O)cc1 (centres undefined) was read as ERp5 inh 0, ERAP1 HTS inh 1, RAD52 inh -11, esBAF inh -4, RAD54 inh -6, S100A4 inh HTS 2 and Xi reactivation 0.0.
CCCc1cc(C(=O)OCC(=O)N2CCN(c3ccc(OC)cc3)CC2)sc1C was read as ERp5 inh -1, ERAP1 HTS inh -1, RAD52 inh 11, esBAF inh -1, RAD54 inh 1, S100A4 inh HTS -1 and Xi reactivation 1.7.
For COc1ccc(Cl)cc1Nc1nc(-c2sc(NC(=O)C(C)(C)C)nc2C)cs1 the results were ERp5 inh 0, ERAP1 HTS inh -1, RAD52 inh -23, esBAF inh 7, RAD54 inh -12, E-sel inducer -0.3, S100A4 inh HTS -4 and Xi reactivation 0.1.
Screening C[C@H]1CN([C@@H](C)CO)C(=O)c2cccc(NC(=O)Nc3ccc4c(c3)OCO4)c2O[C@H]1CN(C)C(=O)Nc1ccc(C(F)(F)F)cc1 returned ERp5 inh 9, ERAP1 HTS inh 0, RAD52 inh -3, esBAF inh 3, RAD54 inh 1, E-sel inducer -7.3, S100A4 inh HTS 23 and Xi reactivation 0.0.
Cc1noc(C)c1NC(=O)N(C)C[C@@H]1OCCCC[C@H](C)Oc2ccc(NC(=O)Cc3ccccc3)cc2C(=O)N([C@H](C)CO)C[C@H]1C was read as ERp5 inh 0, ERAP1 HTS inh 2, RAD52 inh -12, esBAF inh 4, RAD54 inh 7, E-sel inducer 0.2, S100A4 inh HTS 19 and Xi reactivation 0.3.
C[C@@H]1CN([C@H](C)CO)C(=O)c2cc(NC(=O)Nc3cccc4ccccc34)ccc2O[C@@H]1CN(C)Cc1ccc(Cl)c(Cl)c1 was read as ERp5 inh -8, ERAP1 HTS inh 1, RAD52 inh -9, esBAF inh -3, RAD54 inh -5, E-sel inducer 0.6, S100A4 inh HTS -14 and Xi reactivation -0.5.
`COc1ccc(Br)c(C(=O)OCC(=O)Nc2cc(C)on2)c1` gave ERp5 inh 3, ERAP1 HTS inh 0, RAD52 inh -12, esBAF inh -3, RAD54 inh -9, E-sel inducer 1.1, S100A4 inh HTS 6 and Xi reactivation 0.3.
`O=[N+]([O-])c1ccc(-c2ccc(/C=N/Nc3nc(N4CCCC4)nc(N4CCCC4)n3)o2)cc1` gave ERp5 inh -2, ERAP1 HTS inh 8, RAD52 inh inactive, S100A4 inh HTS 19 and Xi reactivation 0.0.
Screening C[C@@H]1CN([C@H](C)CO)C(=O)c2cc(NC(=O)NC3CCCCC3)ccc2O[C@@H]1CN(C)C(=O)NC1CCCCC1 returned ERp5 inh 2, ERAP1 HTS inh 0, RAD52 inh 24, esBAF inh -5, RAD54 inh -4, E-sel inducer -0.3, S100A4 inh HTS -7 and Xi reactivation 0.3.
For CCCNC(=O)Nc1ccc2c(c1)OC[C@@H](C)N(C(=O)C1CC1)C[C@H](C)[C@H](OC)CN(C)C2=O the results were ERp5 inh -1, ERAP1 HTS inh 2, RAD52 inh 3, esBAF inh -6, RAD54 inh -4, E-sel inducer 0.4, S100A4 inh HTS 2 and Xi reactivation 0.2.
For C[n+]1cc2c3c(ccc2c2ccc4cc5c(cc4c21)OCO5)OCO3 the results were ERp5 inh 10, ERAP1 HTS inh -3, RAD52 inh -12, E-sel inducer 1.6, S100A4 inh HTS 7 and Xi reactivation -0.1.
`Cc1noc(C)c1S(=O)(=O)Nc1ccc2c(c1)C(=O)N([C@@H](C)CO)C[C@H](C)[C@H](CN(C)C(=O)C1CCCCC1)OCCCC[C@@H](C)O2` gave ERp5 inh -12, ERAP1 HTS inh -3, RAD52 inh 10, esBAF inh -4, RAD54 inh -1, E-sel inducer -0.1, S100A4 inh HTS 12 and Xi reactivation 0.2.
For O=c1[nH]cccc1-c1nc2ccccc2n1Cc1ccccc1F the results were ERp5 inh 2, ERAP1 HTS inh 5, RAD52 inh -13, esBAF inh -6, RAD54 inh 7, E-sel inducer 0.2, S100A4 inh HTS -1 and Xi reactivation 0.0.
Screening CCn1ccnc1CN(C)Cc1nc(Cc2cccc(C(F)(F)F)c2)no1 returned ERp5 inh 4, ERAP1 HTS inh -4, RAD52 inh -12, S100A4 inh HTS 14 and Xi reactivation 0.3.

Taken from the results shown for reference:
For COc1ccc(Cl)cc1Nc1nc(-c2sc(NC(=O)C(C)(C)C)nc2C)cs1 the results were ERp5 inh 0, ERAP1 HTS inh -1, RAD52 inh -23, esBAF inh 7, RAD54 inh -12, E-sel inducer -0.3, S100A4 inh HTS -4 and Xi reactivation 0.1.
Screening C[C@H]1CN([C@@H](C)CO)C(=O)c2cccc(NC(=O)Nc3ccc4c(c3)OCO4)c2O[C@H]1CN(C)C(=O)Nc1ccc(C(F)(F)F)cc1 returned ERp5 inh 9, ERAP1 HTS inh 0, RAD52 inh -3, esBAF inh 3, RAD54 inh 1, E-sel inducer -7.3, S100A4 inh HTS 23 and Xi reactivation 0.0.
Cc1noc(C)c1NC(=O)N(C)C[C@@H]1OCCCC[C@H](C)Oc2ccc(NC(=O)Cc3ccccc3)cc2C(=O)N([C@H](C)CO)C[C@H]1C was read as ERp5 inh 0, ERAP1 HTS inh 2, RAD52 inh -12, esBAF inh 4, RAD54 inh 7, E-sel inducer 0.2, S100A4 inh HTS 19 and Xi reactivation 0.3.

(cont.)
For CCN(CC)S(=O)(=O)c1cccc(C(=O)N/N=C(\C)c2cccs2)c1 the results were ERp5 inh 4, ERAP1 HTS inh -1, RAD52 inh -16, esBAF inh inconclusive, RAD54 inh 7, E-sel inducer 1.5, S100A4 inh HTS -3 and Xi reactivation 0.0.
For O=C(Cc1cccs1)N=Nc1c(O)[nH]c2ccccc12 the results were ERp5 inh 0, ERAP1 HTS inh 2, RAD52 inh -9, esBAF inh 27, RAD54 inh -5, S100A4 inh HTS 1 and Xi reactivation 0.0.
Cc1n[nH]c(=O)n1-c1ccc(OC(F)(F)F)cc1 was read as ERp5 inh 1, ERAP1 HTS inh -3, RAD52 inh -4, S100A4 inh HTS -1 and Xi reactivation 0.1.
`C[C@@H]1CCCCO[C@@H](CN(C)C(=O)Nc2cccc3ccccc23)[C@H](C)CN([C@@H](C)CO)C(=O)c2cc(NC(=O)Nc3ccc4c(c3)OCO4)ccc2O1` gave ERp5 inh 4, ERAP1 HTS inh -2, RAD52 inh -1, esBAF inh 8, RAD54 inh 5, E-sel inducer 0.2, S100A4 inh HTS 2 and Xi reactivation -0.7.
For Cc1cc(NC(=O)C(C)SCC(=O)Nc2ccc(SC(F)F)cc2)no1 (centres undefined) the results were ERp5 inh 1, ERAP1 HTS inh -1, RAD52 inh -7, esBAF inh -1, RAD54 inh 1, E-sel inducer -0.8, S100A4 inh HTS 0 and Xi reactivation 0.0.
For CC(C)NC(=O)Nc1ccc2c(c1)C(=O)N([C@@H](C)CO)C[C@@H](C)[C@@H](CN(C)Cc1ccccc1)OCCCC[C@H](C)O2 the results were ERp5 inh 2, ERAP1 HTS inh 2, RAD52 inh -4, esBAF inh 1, RAD54 inh -12, E-sel inducer -0.3, S100A4 inh HTS 7 and Xi reactivation 0.3.
Cc1ccc(CNC(=O)Nc2ccc(C)cc2)cc1 was read as ERp5 inh 2, ERAP1 HTS inh -8, RAD52 inh 5, esBAF inh 28, S100A4 inh HTS -2 and Xi reactivation 0.0.
For CCOC(=O)CC(NC(=O)c1cc2cccc(OC)c2oc1=O)c1ccc(OC)cc1 (centres undefined) the results were ERp5 inh 1, ERAP1 HTS inh -3, RAD52 inh -9, esBAF inh 50*, RAD54 inh -5, E-sel inducer -0.1, S100A4 inh HTS -2 and Xi reactivation -0.1.
`C[C@@H]1CN([C@@H](C)CO)C(=O)c2cc(NS(=O)(=O)c3ccccc3)ccc2O[C@@H](C)CCCCO[C@@H]1CN(C)C(=O)CCCN(C)C` gave ERp5 inh 2, ERAP1 HTS inh 0, RAD52 inh 18, esBAF inh 4, RAD54 inh 4, E-sel inducer -0.1, S100A4 inh HTS -16 and Xi reactivation 0.2.
CCC(C)NC(=O)CN(C1CCCCC1)S(=O)(=O)c1ccc(F)cc1 (centres undefined) was read as ERp5 inh -1, ERAP1 HTS inh -4, RAD52 inh -11, esBAF inh 4, RAD54 inh 11, E-sel inducer -0.1, S100A4 inh HTS -3 and Xi reactivation 0.4.
For CCCCNC(=O)C1(C)CCN1C(=O)c1ccc(C)c(F)c1 (centres undefined) the results were ERp5 inh -2, ERAP1 HTS inh -2, RAD52 inh -6, esBAF inh 4, RAD54 inh -9, E-sel inducer -0.3, S100A4 inh HTS -8 and Xi reactivation 0.0.

Source: PubChem BioAssay
